Assay outcomes from PubChem.
APJ antag = APJ receptor antagonism; inhibition, % at 20 µM; CHO-K1 APJ beta-arrestin complementation, luminescence; actives 0.32% (n = 330,000); AID 2521;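 active = inhibition above about 40% at 20 µM, limit read from the data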;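 also: cells challenged with 10 nM apelin-13 agonist together with compound; plate controls were apelin-13 plus DMSO wells for no effect and DMSO wells lacking apelin-13 for full effect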
Target sequence (P35414 whole entry, looked up): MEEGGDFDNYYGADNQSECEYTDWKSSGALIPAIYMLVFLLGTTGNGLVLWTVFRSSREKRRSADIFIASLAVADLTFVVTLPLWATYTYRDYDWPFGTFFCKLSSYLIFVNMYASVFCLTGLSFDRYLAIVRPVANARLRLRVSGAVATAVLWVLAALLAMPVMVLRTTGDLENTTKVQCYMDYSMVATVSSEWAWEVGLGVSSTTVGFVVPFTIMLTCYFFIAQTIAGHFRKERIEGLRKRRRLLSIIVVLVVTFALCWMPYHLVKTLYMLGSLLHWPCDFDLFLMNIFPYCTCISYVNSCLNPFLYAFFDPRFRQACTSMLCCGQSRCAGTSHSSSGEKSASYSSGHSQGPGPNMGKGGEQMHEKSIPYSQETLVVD
TIM10 inh = inhibits growth of TIM10 yeast strain | S. cerevisiae TIM10 strain growth, BacTiter-Glo luminescence, 24 h | inhibition, % at 10 µM | actives 1.4% (n = 330,000) | AID 463195;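 active = inhibition of 40% or more at the single tested concentration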;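 also: wild-type TIM10 isogenic control strain grown at permissive 25 °C; 0% = DMSO yeast wells and 100% = minimal medium wells without yeast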
NR3A LBD binder = modulates the human NR3A ligand-binding domain; NR3A LBD differential scanning fluorimetry, Tm shift; 0% = protein alone, 100% = glycine-bound protein; Tm shift relative to glycine control, % at 25 µM; actives 2.5% (n = 340,000); AID 1259313;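 active = melting temperature shift of at least 10% of the positive control shift, at one fixed dose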
APJ agonist = activates the human apelin receptor APJ | CHO-K1 APJ PathHunter beta-arrestin, luminescence; 0% DMSO wells, 100% apelin | activation, % at 20 µM | actives 0.11% (n = 330,000) | AID 2520 | P35414;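 active = activation more than six SD over the plate average, tested at 20 µM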;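 also: 0% = DMSO alone and 100% = apelin-13 at 10 nM; some results filed as inactive read as strong as hits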
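Material: CHO-K1 APJ beta-arrestin complementation cell line; Input: cell density 1000 per well; Incubation: compound stimulation 90 min at 25 °C, detection 60 min; Signal: luminescence from split beta-galactosidase complementation, Galacton Star/Emerald II substrate; Controls: DMSO-only wells as negative, 10 nM Apelin-13 as positive control.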
tim10-1 inh = tim10-1 yeast growth inhibition; inhibition, % at 20 µM; AID 463190; S. cerevisiae tim10-1 ts strain growth, BacTiter-Glo, 24 h; actives 2.2% (n = 330,000);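 active = inhibition of at least 40%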;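 also: mutant grown at 25 °C; 0% = DMSO wells with yeast and 100% = wells holding no yeast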
beta cell repl = induces beta-cell replication in MIN6 cells; AID 2380; MIN6 cells proliferation, ATPlite luminescence, 48 h; cells starved in 0.2% serum; 100% = growth in 10% serum; actives 0.29% (n = 330,000); proliferation, % at 10 µM;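 active = compounds whose signal lies at least 3.5 SD above the mean of all wells on their plate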;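 also: 0% = DMSO-treated cells in low-serum medium and 100% = 10% serum control; some compounds called inactive have numbers as strong as hits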
tim23-1 inh = inhibits growth of tim23-1 mutant yeast; inhibition, % at 20 µM; actives 1.3% (n = 330,000); S. cerevisiae tim23-1 growth, BacTiter-Glo luminescence, 24 h;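 active = growth inhibition of the mutant yeast at or above 50%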;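 also: temperature-sensitive mutant grown at 25 °C; plate controls were DMSO-treated mutant yeast for no effect and medium wells lacking yeast for full effect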
MPTP inh = blocks calcium-induced mitochondrial swelling. isolated mouse mitochondria, Ca2+ swelling absorbance, 30 min. AID 602449. inhibition, % at 10 µM. actives 1.4% (n = 360,000);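 active = inhibition of 50% or more, scaled per plate between neutral and stimulator controls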;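 also: 0% = DMSO wells given calcium and 100% = 1 mM EGTA wells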
NLRP3 yeast inh = NALP3 inhibition in yeast; actives 0.39% (n = 330,000); AID 2825; Yeast reconstituted NLRP3/ASC/caspase-1, beta-gal luminescence, 24 h; inhibition, % at 10 µM;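 active = inhibition of 50% or more; inactive = inhibition below 50%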;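 also: plate controls were induced DMSO wells for no effect and uninduced yeast grown without galactose for full effect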
Starred values were filed as active, the others as inactive.

SMILES	APJ antag	TIM10 inh	NR3A LBD binder	APJ agonist	tim10-1 inh	beta cell repl	tim23-1 inh	MPTP inh	NLRP3 yeast inh
CCCCn1cc([N+](=O)[O-])nc1C	8.4	-7.3	0.4	-2.9	-12.8	2.5	-2.3	1.2	9.5
O=C(Nc1nnc(-c2ccncc2)s1)Nc1ccccc1F	-34.9	1.6	-1.3	-2.2	0.2	-2.7	3.6	-0.5	-3.4
COC(c1ccccc1)c1nnc(CCC(=O)NCCC(C)C)o1 (centres undefined)	1.0	9.1	-0.1	-4.1	-3.5	-0.8	-3.1	1.7	-6.2
Cc1ccc(NC2CCCN(C(=O)CN3C(=O)c4ccccc4C3=O)C2)cc1C (centres undefined)	20.1	8.8	-1.2	-1.1	18.4	-1.6	7.5	-0.9	5.3
Oc1c(C(c2ccccc2)N2CCc3ccccc3C2)sc2ncnn12 (centres undefined)	0.1	-9.2	-4.2	1.6	5.2	-0.4	8.6	0.8	15.7
Cn1c(=O)c(/C=C/c2ccccc2)nc2ccccc21	11.2	-2.3	-1.0	-4.8	10.9	0.9	-1.1	-1.0	20.1
Cc1ccc(-c2ocnc2C(=O)Nc2ccccc2C(=O)N2CCCC2)cc1	0.3	14.8	4.7	-2.8	29.9	7.0	10.8	0.4	12.4
CC(NC(=O)Cc1cccc(C(F)(F)F)c1)c1ccc(F)cc1 (centres undefined)	8.1	-31.8	2.1	-4.0	-16.4	0.8	-18.6	-2.5	9.4
COC(=O)c1cc(NC(=O)Cc2cccs2)cc(C(=O)OC)c1	23.8	-4.3	-0.3	-2.8	9.4	1.1	21.8	1.0	20.6
COCCCNC(=O)c1c(NC(=O)c2cccs2)sc2c1CCCC2	10.6	13.3	2.7	3.8	24.1	4.4	-5.1	-1.0	12.8
COc1ccccc1N1CCN(CC(=O)NC(=O)NCc2ccco2)CC1	-8.0	-5.5	-3.9	-2.4	-5.8	-2.4	9.7	-0.4	-0.4
COC(=O)NC1(C(F)(F)F)NC(=O)N(C2CCCCC2)C1=O (centres undefined)	1.7	5.2	-3.9	1.7	-0.5	-2.2	16.7	-1.0	7.9
CCC(C)NC(=O)Nc1ccc(F)c(Cl)c1 (centres undefined)	-1.8	8.1	-0.8	1.0	38.2	-1.7	33.6	0.4	6.8
OC(CNC1CCCC1)COc1ccc(F)cc1 (centres undefined)	14.2	-7.5	-0.7	-1.2	-1.1	-0.9	10.1	1.0	20.1
c1ccc(-c2cncnc2)nc1	1.9	-4.5	-1.5	-0.3	-11.2	-2.0	-20.6	-1.4	-11.7
O=C(CSc1ccc(-c2ccccn2)nn1)NCc1ccccc1	7.9	13.0	0.1	-1.6	7.1	-2.9	-8.7	1.2	-0.2
OC1CCCN(Cc2cn(Cc3ccccc3)nc2-c2cc3ccccc3o2)C1 (centres undefined)	3.0	11.8	0.0	-2.4	19.5	-2.1	4.5	13.8	21.3
Cc1nn(-c2ccccc2)c(Cl)c1C(=O)NCc1cccs1	1.4	13.1	-2.4	-1.9	4.6	-3.5	19.7	3.4	25.7
Nc1nonc1-n1nnc(C(=O)N/N=C/c2ccc3c(c2)OCO3)c1-c1ccccc1	1.4	-12.3	7.7	0.3	-12.9	-4.3	-11.3	-1.8	15.7
C=CCNC(=O)COC(=O)C1CCN(S(=O)(=O)c2ccc3c(c2)OCCO3)CC1	24.3	12.5	-1.0	1.4	24.9	-1.5	20.1	2.8	13.2

Random excerpt: four records from the list, in no set order.
SMILES	APJ antag	TIM10 inh	NR3A LBD binder	APJ agonist	tim10-1 inh	beta cell repl	tim23-1 inh	MPTP inh	NLRP3 yeast inh
COC(c1ccccc1)c1nnc(CCC(=O)NCCC(C)C)o1 (centres undefined)	1.0	9.1	-0.1	-4.1	-3.5	-0.8	-3.1	1.7	-6.2
c1ccc(-c2cncnc2)nc1	1.9	-4.5	-1.5	-0.3	-11.2	-2.0	-20.6	-1.4	-11.7
COC(=O)NC1(C(F)(F)F)NC(=O)N(C2CCCCC2)C1=O (centres undefined)	1.7	5.2	-3.9	1.7	-0.5	-2.2	16.7	-1.0	7.9
COc1ccccc1N1CCN(CC(=O)NC(=O)NCc2ccco2)CC1	-8.0	-5.5	-3.9	-2.4	-5.8	-2.4	9.7	-0.4	-0.4

Further results.
SMILES	APJ antag	TIM10 inh	NR3A LBD binder	APJ agonist	tim10-1 inh	beta cell repl	tim23-1 inh	MPTP inh	NLRP3 yeast inh
Cc1cccc2cc(CN(Cc3ccc4c(c3)OCO4)Cc3nnnn3C3CCCC3)c(=O)[nH]c12	-1.0	22.4	3.6	2.4	5.8	-3.5	22.6	0.9	7.2
COc1cccc(C(=O)Nc2ccc3ccccc3c2)c1	6.5	5.6	30.4*	1.6	3.1	-3.1	32.5	1.8	42.7
Cc1ccc(/C=N/n2c(-c3cccnc3)n[nH]c2=S)s1	-1.0	-2.9	-0.5	6.1	23.0	0.0	18.1	-0.1	13.6
COc1cc(/C=C2/C(=O)ON=C2C)cc(Cl)c1O	29.4	-0.4	25.6*	-5.0	11.7	0.4	20.8	1.1	-4.6
Cc1[nH]c2c(ccc3cccnc32)c1C	11.5	24.8	-0.6	-1.0	29.4	-0.7	14.8	-2.3	23.2
CCc1ccc(NC(=O)N(CCCOC(C)C)C2CCN(C(C)=O)CC2)cc1	9.8	11.1	1.3	-0.7	-3.0	-1.4	5.5	-0.6	7.7
CCN(CCCNC(=O)C1CCN(S(=O)(=O)CC)CC1)c1cccc(C)c1	-1.5	-12.4	-3.6	1.2	12.6	-1.6	8.8	-0.8	-5.6
O=[N+]([O-])c1cccc(/C=N/N2CCN(Cc3ccccc3)CC2)c1	0.2	6.2	-0.4	0.3	15.6	5.0	13.2	-0.5	-9.5
Cc1oc(-c2ccccc2Cl)nc1CS(=O)CC(=O)NCCCN1CC(C)CC(C)C1 (centres undefined)	8.6	6.1	-0.1	-2.1	8.5	1.8	-11.6	0.4	-8.7
O=C(CSc1nccn1-c1ccccc1)c1ccc(Cl)cc1	14.0	9.8	-1.0	-4.1	16.6	-1.8	22.6	4.1	32.5
N#CCCN/N=C(\Cc1nc2ccccc2[nH]1)c1ccccc1	16.5	11.7	-3.0	-3.5	1.4	-1.4	12.9	2.3	-5.4
CN(CC(=O)Nc1cccc(S(=O)(=O)N2CCCC2)c1)Cc1ccccc1	-4.1	2.8	-1.0	-3.1	-1.2	2.7	3.9	-2.4	17.1
Cc1cccc(NC(=O)C2C3C=CC(C4CC34)C2C(=O)O)c1 (centres undefined)	-15.0	-9.0	-15.7	1.1	1.2	-2.3	11.0	0.9	3.9
Cc1ccc(S(=O)(=O)N2CCCCC2)cc1NC(=O)c1cncc(Br)c1	15.9	20.6	-1.2	9.7	16.8	-6.2	32.4	-1.5	17.6
N#CC1=C(N)OC2=C(C(=O)CC(c3ccccc3)C2)C1c1cccnc1 (centres undefined)	0.8	-3.5	-1.5	-1.7	7.7	-1.9	8.3	-0.6	-4.5
Cn1c(=O)c([N+](=O)[O-])c(N2CCN(Cc3ccc4c(c3)OCO4)CC2)c2ccccc21	8.2	21.0	1.2	0.2	14.8	4.4	38.6	9.1	23.3
CCn1ccc(C(=O)NC2=NCCS2)n1	-3.2	2.4	-0.9	-1.0	5.0	0.0	-2.4	1.1	7.9
CC(C)N(C)Cc1nnnn1CC(=O)NCCc1cccc(C(F)(F)F)c1	7.4	4.5	-3.0	-1.5	-2.6	2.1	0.0	-1.6	15.1
CCn1c(C)[n+](CC)c2ccc(S(=O)(=O)NC)cc21	12.9	-4.6	0.8	-0.6	11.1	-1.9	11.3	-1.7	16.0
CSCC[C@H](NC(=O)OC(C)(C)C)C(=O)N1CCC(C(=O)N[C@@H](Cc2c[nH]c3ccccc23)C(=O)O)CC1	0.8	7.4	-1.2	-1.5	11.0	-2.2	13.5	-1.2	5.5
CCC(Sc1ncccc1C(=O)O)C(=O)N1CCCC1 (centres undefined)	-1.6	-10.1	-0.2	-2.7	4.1	-2.0	-6.8	-0.7	14.2
COc1ccc(N(C(=O)Cc2cccs2)C(C(=O)NC2CCCC2)c2ccncc2)cc1OC (centres undefined)	-3.7	-7.5	-3.1	-1.2	2.6	-0.6	-0.8	1.3	17.8
Cc1ccc(NCC(=O)c2ccccc2)cc1Cl	94.2*	1.3	-2.4	-16.8	10.5	-2.5	7.3	0.3	9.5
Cc1nnc(N/N=C/c2ccc(-c3ccccc3F)o2)n1N	-11.6	22.4	3.3	2.5	30.0	0.6	17.7	1.8	21.6
O=C(NN=C(Cc1ccccc1)Cc1ccccc1)C1CC1	-6.3	0.2	0.4	-4.5	8.5	-2.1	14.2	-0.1	-14.5
CCOC(=O)c1ccc(NC(=O)CCC2COc3ccccc3O2)cc1 (centres undefined)	-16.2	36.4	-8.5	-4.4	41.1*	-3.6	53.0*	-1.7	14.4
O=C(CN(C(=O)c1csnn1)c1cccc2ccccc12)NCc1ccc(F)cc1	-30.5	-15.2	-3.1	-1.3	8.0	0.2	11.7	-1.4	17.1
CCN(C(=O)COC(=O)/C=C/c1nc2ccccc2s1)C1CCS(=O)(=O)C1 (centres undefined)	-8.7	4.8	1.2	-2.8	10.1	-2.9	20.1	-1.6	13.9
CC(C)C(=O)NN(C(=O)c1ccccc1)c1ccccc1	-13.8	1.2	-1.2	-0.8	13.9	-2.0	9.2	0.6	4.5
OCC1CCCN(Cc2cn(Cc3ccccc3)nc2-c2cc3ccccc3o2)C1 (centres undefined)	5.2	-2.0	-0.1	-2.6	5.7	-2.4	13.5	-4.5	0.4
COc1ccc2c(c1)[nH]c1c(=O)n(Cc3ccncc3)cnc12	-18.4	5.3	-0.5	-0.9	-5.7	-2.0	-12.4	0.3	0.3
C=C(C)Cn1c(SCCCO)nc2c1c(=O)[nH]c(=O)n2C	8.0	-1.4	1.4	4.3	11.6	0.6	8.7	-0.5	11.9
O=C(C1COc2ccccc2O1)N1CCN(Cc2ccc(Br)cc2F)CC1 (centres undefined)	-18.7	-4.5	-1.3	-1.0	-53.1	-0.3	25.1	2.0	32.2
COc1cc(/C=C2/SC(=S)N(c3ccccc3)C2=O)ccc1Oc1nc(N2CCOCC2)nc(N2CCOCC2)n1	-13.5	8.7	-1.0	0.3	19.8	0.0	9.4	1.1	7.4
CCCOc1cccc(C(=O)N/N=C/c2coc3ccccc3c2=O)c1	3.7	4.9	0.9	-5.7	18.3	-1.7	55.5*	0.7	10.9
Fc1ccc(-n2nnc(-c3cnc4ccccc4c3)n2)cc1	3.6	-6.3	-0.6	1.9	-14.3	-3.6	-10.2	-0.3	24.8
CCCCOc1ccc(C(O)(CCC)CCN2CCOCC2)cc1 (centres undefined)	-5.5	10.1	-1.8	-1.7	0.5	0.0	11.0	7.0	24.9
CCNc1nc(SCC(N)=O)nc2sc3c(c12)CCN(C)C3	6.4	7.9	-1.6	0.4	-2.1	-3.5	-9.0	0.1	-16.7
CSc1ccc(S(=O)(=O)NC2CC2)cc1	-3.5	-2.2	-1.4	0.0	-3.4	0.3	4.2	-0.1	11.9
COc1cc2c(=O)n(CCC(=O)NCC3CCCO3)c(=O)n(CC(=O)Nc3ccc(C)cc3C)c2cc1OC (centres undefined)	15.2	12.0	-0.6	-0.1	-6.5	0.0	9.1	-2.0	18.0
Cc1ccc2[nH]c3c(N4CCOCC4)ncnc3c2c1	-0.6	-0.7	0.4	2.9	16.0	-1.1	-7.2	0.8	11.5
CC(=O)c1cc(F)c(N2CCOCC2)cc1C	3.5	-7.9	-0.1	-2.0	-14.3	-3.1	-7.8	0.2	26.6
